Bfl-1 Bim block: inhibitors of Bim binding to Bfl-1, primary screen, biochemical, multiplexed, bead-based flow cytometry | Bcl-2-related protein A1 (Homo sapiens), Q16548 | hit rate 0.12% among 190,000 | Bim-Bfl-1 binding inhibition | AID 1008, 2008 | inhibition, % at 10 µM;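 also: 0% = wells without compound plus tracer and 100% = blocker peptide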
ABCG2 block: ABCG2 efflux pump inhibitors, primary screen, multiplex with ABCB1, IgMXP3 cells, flow cytometry; Broad substrate specificity ATP-binding cassette transporter ABCG2 (Homo sapiens), Q9UNQ0; hit rate 0.1% among 190,000; inhibition, % at 6.6 µM; JC-1 efflux;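 active = inhibition above 80%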;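 also: 0% = DMSO and 100% = nicardipine control wells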
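Measure – % inhibition of efflux relative to nicardipine and DMSO · Test system – ABCG2 IgMXP3 and barcoded ABCB1 CCRF-Adr cell mix · Control set – nicardipine as high control, DMSO as low control · Compound – one concentration, 6.6 µM final · Signal – flow cytometry of retained JC-1 fluorescence · Timing – 10 min exposure at 25 °C with rotation, no wash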
RGS4-Gao reg: modulators of RGS4 binding to Galphao, primary screen, biochemical, multiplexed bead flow cytometry | actives lie on both sides | hit rate 0.33% among 220,000 | binding response (% of control), % at 10 µM | Guanine nucleotide-binding protein G(o) subunit alpha (Homo sapiens), P09471; in the data active = binding response below about 49% or above about 150%; inactive = in between;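 also: fluorescent Galphao activated with aluminum fluoride binding bead-coupled RGS4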
Target sequence (P09471 whole entry, looked up): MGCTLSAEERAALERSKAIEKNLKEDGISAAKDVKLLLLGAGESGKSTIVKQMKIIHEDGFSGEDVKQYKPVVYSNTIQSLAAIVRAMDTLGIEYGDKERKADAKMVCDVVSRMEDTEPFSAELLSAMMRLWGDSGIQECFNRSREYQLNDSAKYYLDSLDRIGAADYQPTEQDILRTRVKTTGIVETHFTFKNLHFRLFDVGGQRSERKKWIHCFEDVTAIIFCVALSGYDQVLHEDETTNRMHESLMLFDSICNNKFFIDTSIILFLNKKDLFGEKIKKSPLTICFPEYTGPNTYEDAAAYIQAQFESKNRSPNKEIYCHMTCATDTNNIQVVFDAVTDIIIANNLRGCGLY
Bim-Bcl-W: inhibitors of Bim binding to Bcl-W, primary screen, biochemical, multiplexed, bead-based flow cytometry | inhibition, % at 10 µM | Bcl-2-like protein 2 (Homo sapiens), Q92843 | hit rate 0.02% among 190,000 | Bim peptide-Bcl-W binding | AID 952, 2007;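 also: 0% = bound tracer without compound and 100% = peptide blocker; higher means less fluorescent Bim peptide bound to Bcl-W beads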
Target sequence (Q92843 whole entry, looked up): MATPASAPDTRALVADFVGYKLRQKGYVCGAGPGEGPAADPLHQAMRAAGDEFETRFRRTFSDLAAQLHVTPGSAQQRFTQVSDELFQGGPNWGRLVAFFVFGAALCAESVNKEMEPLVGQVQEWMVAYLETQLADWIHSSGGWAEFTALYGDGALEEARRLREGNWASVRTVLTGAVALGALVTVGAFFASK
GSH bead fluor: compound fluorescence on glutathione beads, profiling panel, artefact control, biophysical, 488/530 nm, flow cytometry; fluorescence (KMESF) at 10 µM; hit rate 0.25% among 190,000; GSH beads flow cytometry, compound fluorescence 488/530 nm; hits give high values; in the data active = fluorescence above about 89;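 also: glutathione beads carrying GST-tagged Bcl family fusion proteins plus one bare bead set; values are compound well signal with DMSO vehicle wells as background; inactives centre near 16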
Bim-Bcl-B: inhibitors of Bim-Bcl-B binding, primary screen, biochemical, multiplexed, human Bcl-2 family; Bcl-2-like protein 10 (Homo sapiens), Q9HD36; bead-based flow cytometry, Bim peptide-Bcl-B binding; inhibition, % at 10 µM; hit rate 0.073% among 190,000; AID 951, 2007;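 also: 0% = tracer peptide without compound and 100% = reference inhibitor peptide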
Target sequence (Q9HD36 whole entry, looked up): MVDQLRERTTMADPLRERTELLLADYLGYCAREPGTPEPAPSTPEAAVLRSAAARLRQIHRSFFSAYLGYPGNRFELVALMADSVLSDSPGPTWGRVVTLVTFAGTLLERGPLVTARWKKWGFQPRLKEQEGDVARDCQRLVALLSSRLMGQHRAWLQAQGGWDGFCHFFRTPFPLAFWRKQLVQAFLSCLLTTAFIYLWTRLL
RGS8-Gao: RGS8-Galphao binding modulators, primary screen, biochemical, multiplexed bead flow cytometry. response (percent of control binding), % at 10 µM. hit rate 0.34% among 220,000. AID 1423, 2008. Guanine nucleotide-binding protein G(o) subunit alpha (Homo sapiens), P09471. actives lie on both sides; in the data active = response below about 60% or above about 140%; inactive = in between;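 also: Galphao activated as the GDP aluminium fluoride complex binding bead-coupled RGS8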
Bcl-XL Bim block: inhibitors of Bim-Bcl-XL binding, primary screen, biochemical, multiplexed, bead flow cytometry, human Bcl-XL. Bcl-2-like protein 1 (Homo sapiens), Q07817. Bim peptide-Bcl-XL binding, fluorescence. inhibition, % at 10 µM. hit rate 0.04% among 190,000. AID 1007, 2008
ABCB1 block: ABCB1 efflux pump inhibitors, primary screen, cell-based, multiplex, flow cytometry, ABCG2 counter-screen; inhibition, % at 6.6 µM; CCRF-Adr cells, JC-1 efflux; hit rate 0.067% among 190,000; in the data active = inhibition above about 40%;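 also: 0% = vehicle and 100% = reference inhibitor; higher value means more JC-1 retained so stronger ABCB1 efflux block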
RGS7-Gao reg: RGS7-Galphao binding modulators, primary screen, biochemical, multiplexed bead flow cytometry; AID 1439, 2008; binding response (% of control), % at 10 µM; actives lie on both sides; hit rate 0.35% among 220,000; in the data active = binding response below about 49% or above about 150%; inconclusive = no clear call, values can overlap the other calls; inactive = in between;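 also: fluorescent Galphao held in activated GDP-AlF4 state binding bead-coupled RGS7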
Bim-Bcl-2: inhibitors of Bim-Bcl-2 binding, primary screen, biochemical, multiplexed, human Bcl-2 family; Apoptosis regulator Bcl-2 (Homo sapiens), P10415; Bead-based flow cytometry, Bim peptide-Bcl-2 binding; inhibition, % at 10 µM; hit rate 0.06% among 190,000; AID 950, 2007; in the data active = inhibition above about 40%; inconclusive = no clear call, values can overlap the other calls;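 also: 0% = no compound wells with probe peptide and 100% = reference peptide inhibitor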
Target sequence (P10415 whole entry, looked up): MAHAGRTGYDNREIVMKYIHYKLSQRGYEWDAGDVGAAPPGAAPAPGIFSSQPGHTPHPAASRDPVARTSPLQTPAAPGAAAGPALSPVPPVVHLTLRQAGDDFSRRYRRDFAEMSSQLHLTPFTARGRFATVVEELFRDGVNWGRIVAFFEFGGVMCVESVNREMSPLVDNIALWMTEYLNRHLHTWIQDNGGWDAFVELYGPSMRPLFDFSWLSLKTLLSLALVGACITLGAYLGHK
* = called active by the depositor; ? = inconclusive. Rule as the data show it, unless noted: active = inhibition above about 40%.

No.	molecule	Bfl-1 Bim block	ABCG2 block	RGS4-Gao reg	Bim-Bcl-W	GSH bead fluor	Bim-Bcl-B
1	Cc1ccc(CNc2ccc(CNc3ncn[nH]3)cc2)cc1	-6	0	98	4	41	-4
2	O=C(CSc1ccc(F)cc1)N1CCN(S(=O)(=O)c2ccccc2)CC1	-5	2	108	-1	15	-3
3	Cc1scc(-c2n[nH]c(=S)n2Cc2ccccc2)c1C	3	-6	103	0	7	-15
4	CCn1c(COc2ccccc2C(N)=O)nc2ccccc21	-14	13	98	2	26	-6
5	CCn1cc(C(=O)OC(C)C(=O)Nc2c(C)n(C)n(-c3ccccc3)c2=O)c(=O)c2ccc(C)nc21 (configuration not stated)	-3	0	94	-3	13	-4
6	CC1CN(Cc2ccccc2)c2ccccc2NC1=S (configuration not stated)	-1	8	101	-4	11	-5
7	CN(C)S(=O)(=O)Nc1ccc(Oc2ccccc2)cc1	-17	27	101	-1	19	-5
8	C/C(CC(=O)Nc1cccc2c1CCCC2)=N\NC(=O)c1ccccc1N	-1	0	102	-4	20	-3
9	CCOC(=O)N1CCc2c(sc3c2c(=O)n(Cc2ccccc2)c(=O)n3Cc2ccccc2F)C1	-1	17	100	-3	16	-6
10	CCN1CC(=O)Nc2cc(S(=O)(=O)N3CCOCC3)ccc21	1	1	97	-3	73	-2
11	Fc1ccccc1N1CCN(Cc2cccnc2)CC1	0	12	106	-4	21	-4
12	Cc1nc(SCC(=O)OCc2ccccc2)c(C#N)c(-c2ccccc2)c1C(=O)Nc1ccccc1	-8	0	101	0	24	-8
13	CC1=C(CC(=O)c2ccccc2)C(=O)c2ccccc2C1=O	-16	26	100	-1	34	-9
14	CCCCCOC(=O)Nc1nnc(CCC)s1	-2	3	96	-1	24	-1
15	Cc1ccc(/C=N/NC(=O)c2cccnc2)o1	0	9	98	3	10	0

No.	RGS8-Gao	Bcl-XL Bim block	ABCB1 block	RGS7-Gao reg	Bim-Bcl-2
1	99	-1	0.0	101	0
2	110	-2	0.9	?	-2
3	90	-2	-0.9	103	0
4	100	-4	0.9	103	-4
5	96	-2	0.1	93	0
6	100	-6	1.2	99	-1
7	101	-5	0.5	101	-5
8	98	-1	-0.2	98	-4
9	104	-3	12	97	0
10	99	-1	0.7	93	2
11	102	-4	2.0	102	-5
12	101	0	-1.1	102	-17
13	103	-10	3.5	98	-8
14	101	-1	0.5	98	-3
15	99	0	-0.1	94	0

Retrieved one by one from above (four):
No.	molecule	Bfl-1 Bim block	ABCG2 block	RGS4-Gao reg	Bim-Bcl-W	GSH bead fluor	Bim-Bcl-B
6	CC1CN(Cc2ccccc2)c2ccccc2NC1=S (configuration not stated)	-1	8	101	-4	11	-5
12	Cc1nc(SCC(=O)OCc2ccccc2)c(C#N)c(-c2ccccc2)c1C(=O)Nc1ccccc1	-8	0	101	0	24	-8
14	CCCCCOC(=O)Nc1nnc(CCC)s1	-2	3	96	-1	24	-1
2	O=C(CSc1ccc(F)cc1)N1CCN(S(=O)(=O)c2ccccc2)CC1	-5	2	108	-1	15	-3

No.	RGS8-Gao	Bcl-XL Bim block	ABCB1 block	RGS7-Gao reg	Bim-Bcl-2
6	100	-6	1.2	99	-1
12	101	0	-1.1	102	-17
14	101	-1	0.5	98	-3
2	110	-2	0.9	?	-2

Further entries follow:
No.	molecule	Bfl-1 Bim block	ABCG2 block	RGS4-Gao reg	Bim-Bcl-W	GSH bead fluor	Bim-Bcl-B
16	COc1ccc(/C=C2\SC(=S)N(CC(=O)Nc3nnc(C)s3)C2=O)cc1	2	0	98	2	15	0
17	COc1ccccc1CNC(=O)c1nn(-c2ccc(C)cc2)c(=O)c2c1c1ccccc1n2C	0	11	100	0	17	0
18	O=C(N/C(=C\c1cccc([N+](=O)[O-])c1)C(=O)N1CCCCC1)c1cccs1	-10	1	99	-1	37	-11
19	CCN(CC)CCCNC(=O)CN1C(=O)CSc2ccc(S(=O)(=O)N3CCOCC3)cc21	-2	2	100	-1	24	-3
20	COC(CNC(=O)c1cc(Sc2nnc(C)s2)nc2ccccc12)OC	-8	2	107	-3	16	-7
21	NC(=O)C1(N2CCCCC2)CCN(C2CC(=O)NC2=O)CC1 (configuration not stated)	1	7	102	1	12	-2
22	CCN1C(c2ccc(F)cc2)=CS/C1=C(\C#N)c1nnc2n1-c1ccccc1SC2	-2	1	100	-4	13	-3
23	CC1CCN(Cc2nc(Cl)c3c4c(sc3n2)CCC4)CC1	-4	3	97	-1	13	-7
24	CCCCOC(=O)c1ccc(NC(=O)c2nn(C)cc2Br)cc1	-1	63	94	-1	29	4
25	COc1ccccc1Nc1nc(N)nc(-c2cc3ccccc3o2)n1	-1	2	98	2	10	-1
26	COc1ccc(Cl)cc1NC(=O)CN1C(=O)CCS(=O)(=O)c2ccccc21	-9	32	99	2	30	-9
27	Cc1cc(C(=O)OCC(=O)NC2CCCCC2)c(C)o1	-16	30	99	2	23	-5
28	CC(C)NC(=O)CSc1nnc(-c2ccc(F)cc2)c2ccccc12	-4	4	96	0	15	-3
29	Cc1cccc(NC(=O)c2cccc(NS(=O)(=O)c3ccc(Cl)cc3)c2)c1	0	2	88	-2	33	-5
30	COc1ccccc1CNC(=O)CSc1ccc(Br)cc1	-11	13	100	-4	15	-10

No.	RGS8-Gao	Bcl-XL Bim block	ABCB1 block	RGS7-Gao reg	Bim-Bcl-2
16	92	1	-0.2	98	0
17	101	-2	2.5	102	0
18	101	0	0.3	101	-8
19	104	-1	0.8	103	0
20	105	-4	0.5	108	-5
21	102	-1	0.4	101	4
22	102	0	0.4	101	-5
23	97	-4	3.3	97	-2
24	91	-5	5.4	98	0
25	98	1	0.1	101	-1
26	98	0	2.8	100	-1
27	101	-5	1.2	100	-7
28	100	-1	0.3	99	0
29	87	-18	0.2	93	-2
30	106	-6	0.8	107	-11

No.	molecule	Bfl-1 Bim block	ABCG2 block	RGS4-Gao reg	Bim-Bcl-W	GSH bead fluor	Bim-Bcl-B
31	CC(NC(=O)C(c1ccccc1)c1ccccc1)C(=O)O (configuration not stated)	-4	-1	94	-3	10	-1
32	COc1cc(OC)c(-c2nc3cnccc3n2C)cc1OC	-10	3	100	2	55	-5
33	OC(CNCc1ccco1)Cn1c2ccccc2c2ccccc21 (configuration not stated)	-12	1	96	1	263*	-5
34	COCCNC(=O)COc1ccc(Br)cc1Cl	-15	13	99	-2	30	-9
35	CC(Sc1nc(-c2ccccc2)cc(C(F)(F)F)n1)C(=O)Nc1sc2c(c1C#N)CCC2 (configuration not stated)	6	2	109	-1	9	-15
36	CCn1c(SCC(=O)NCCc2ccccc2)nnc1-c1ccco1	-11	1	101	0	17	-7
37	O=C(c1ccc(S(=O)(=O)c2ccccc2Cl)c([N+](=O)[O-])c1)N1CCN(Cc2ccccc2)CC1	0	3	73	-4	13	-1
38	OC(Cn1nnc2ccccc21)Cn1c(C(F)(F)F)nc2ccccc21 (configuration not stated)	-1	2	132	0	10	-1
39	COC(=O)Cc1c(O)ccn(Cc2cccc3ccccc23)c1=O	-6	4	101	4	12	-1
40	Cn1ncc(Cl)c(Oc2ccccc2)c1=O	-1	1	102	-2	20	-2
41	CC(C(=O)N1CC2(C)CC1CC(C)(C)C2)N1C(=O)c2ccccc2C1=O (configuration not stated)	-8	1	100	5	8	-2
42	CN(C)c1ccnc(NCc2ccccc2)c1C#N	-2	8	99	-4	13	-7
43	CCCc1ncc(C(=O)c2ccc(OC)cc2)n1C	0	1	100	-2	12	-3
44	CCOC(=O)c1c(NC(=O)Cn2nc(C(F)F)cc2C(F)F)sc(C)c1C	-10	8	98	4	44	-9
45	COc1ccc(C)cc1NC(=O)CC(O)(C(F)(F)F)C(F)(F)F	-13	36	107	0	36	-7

No.	RGS8-Gao	Bcl-XL Bim block	ABCB1 block	RGS7-Gao reg	Bim-Bcl-2
31	78	-3	-0.3	92	-4
32	103	-10	1.0	102	-5
33	105	-16	1.1	102	-4
34	102	-12	-0.9	101	-11
35	106	-3	6.0	112	-1
36	104	-4	0.2	103	-6
37	96	-4	5.0	100	0
38	115	-1	0.8	121	0
39	102	2	0.5	96	0
40	100	-1	0.1	100	0
41	102	-1	0.3	99	0
42	103	-6	0.5	100	-1
43	100	0	0.3	101	-3
44	101	-10	0.1	97	-8
45	100	-9	1.6	100	-10

No.	molecule	Bfl-1 Bim block	ABCG2 block	RGS4-Gao reg	Bim-Bcl-W	GSH bead fluor	Bim-Bcl-B
46	O=C(NCc1ccccn1)c1ccc(Cl)s1	-20	6	103	-1	33	-8
47	CN(C)CCCn1c(SCC(=O)N2c3ccccc3Sc3ccccc32)nc2ccccc2c1=O	-2	-5	101	-5	11	-17
48	COc1cccc(/C=N/NC(=O)c2ccc(OCc3cccc(Br)c3)cc2)c1	0	4	104	2	29	0
49	O=C(NCCSCc1c(F)cccc1Cl)c1ccco1	-1	0	97	-2	20	-3
50	Cn1nccc1/C=C(/C#N)S(=O)(=O)c1ccccc1	-15	2	102	0	33	-8
51	Cc1cc(N)ccc1-n1c(C)ccc1C	-3	1	101	-2	10	-1
52	O=C(NCC(=O)N(c1cccnc1)C(C(=O)NC1CCCC1)c1ccccc1)c1ccco1 (configuration not stated)	0	1	100	-1	11	-3

No.	RGS8-Gao	Bcl-XL Bim block	ABCB1 block	RGS7-Gao reg	Bim-Bcl-2
46	101	-4	1.3	102	-12
47	103	-10	7.4	99	-2
48	100	0	0.8	102	-1
49	97	-3	-0.3	100	-2
50	104	2	0.3	102	-10
51	98	0	0.1	98	-3
52	103	-2	0.4	100	3

Records above shown as hits in GSH bead fluor:
no.	smiles	Bfl-1 Bim block	ABCG2 block	RGS4-Gao reg	Bim-Bcl-W	GSH bead fluor	Bim-Bcl-B	RGS8-Gao	Bcl-XL Bim block	RGS7-Gao reg
33	OC(CNCc1ccco1)Cn1c2ccccc2c2ccccc21 (configuration not stated)	-12	1	96	1	263*	-5	105	-16	102

Screening results from PubChem.
